# Bioassay records deposited in PubChem BioAssay by several laboratories.
# ROMK mod = modulators of human ROMK potassium channel. AID 1918. B-score at 10 µM. Tet-inducible ROMK, thallium flux fluorescence; actives lie on both sides. 2% of 130,000 active;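 active = signal ratio slope over the read window, or its plate-corrected B-score, at least 3 SD from the plate mean, either direction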;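 also: B-score of the F/F0 ratio slope over 7 to 12 s after thallium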
# Target sequence (P48048 whole entry, looked up): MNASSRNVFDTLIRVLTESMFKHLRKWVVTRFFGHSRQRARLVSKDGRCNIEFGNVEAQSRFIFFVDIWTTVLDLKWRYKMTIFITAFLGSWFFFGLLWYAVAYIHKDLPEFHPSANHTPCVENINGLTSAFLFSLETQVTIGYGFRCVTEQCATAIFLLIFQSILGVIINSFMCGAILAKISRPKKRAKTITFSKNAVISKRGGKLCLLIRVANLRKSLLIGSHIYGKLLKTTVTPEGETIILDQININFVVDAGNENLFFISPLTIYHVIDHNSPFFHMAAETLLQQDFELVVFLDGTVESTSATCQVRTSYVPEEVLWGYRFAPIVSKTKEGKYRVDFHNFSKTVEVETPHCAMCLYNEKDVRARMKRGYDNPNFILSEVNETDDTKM
# S1P3 antagonist = antagonists of human S1P3 receptor | Q99500 | CHO S1P3 NFAT-BLA reporter, FRET fluorescence, antagonist mode | inhibition, % at 4.98 µM | 0.27% of 170,000 active;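 active = inhibition above the plate cutoff, the mean inhibition of test wells on that plate plus 3 SD, cut at about 28% in these data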;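 also: cells challenged with S1P at its EC80 of 0.8 µM; blue over green emission ratio from cleaved BLA substrate after 4 h stimulation; 0% = S1P-stimulated wells and 100% = unstimulated DMSO-only wells; some compounds past the cut are filed as inactive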
# Target sequence (Q99500 whole entry, looked up): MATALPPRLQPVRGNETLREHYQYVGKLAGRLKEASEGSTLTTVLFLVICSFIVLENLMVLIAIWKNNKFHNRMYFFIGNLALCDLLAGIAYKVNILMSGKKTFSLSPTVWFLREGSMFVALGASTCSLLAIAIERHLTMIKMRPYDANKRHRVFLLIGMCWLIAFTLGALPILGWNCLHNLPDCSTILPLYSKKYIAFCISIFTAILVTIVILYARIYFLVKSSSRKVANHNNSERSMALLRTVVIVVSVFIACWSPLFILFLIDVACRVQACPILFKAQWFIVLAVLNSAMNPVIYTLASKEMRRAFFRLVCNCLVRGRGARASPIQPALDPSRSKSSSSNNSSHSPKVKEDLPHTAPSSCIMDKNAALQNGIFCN
# Numbers without * were called inactive; & = joins results of further samples. The list is partial (hit frequency here may not be typical).
# Sequence of screens: S1P3 antagonist	ROMK mod
[1] Cc1ccc(C(=O)NN2C(=O)C3C4C=CC([C@@H]3C2=O)C42CC2)cc1 (some centres not stated)
 : -3	-0.59
[2] O=c1c2ccccc2nc2n1CCS2(=O)=O
 : 8	-0.77
[3] O=C(Nc1ccc(Cl)cc1)NN1CC(=O)N(c2cccc(C(F)(F)F)c2)CC1=O
 : 4	-0.71
[4] Cc1ccc(C(=O)/C=C/c2ccc3c(c2)OCCO3)c(O)c1
 : -4	-0.018
[5] COC(=O)c1cc(NS(=O)(=O)c2ccc(C)c3ccccc23)ccc1N1CCOCC1
 : 6	-0.31
[6] CCOc1ccc(/C=C2\NC(=S)NC2=O)cc1
 : 1	0.22
[7] O=[N+]([O-])c1cccc(-n2nnnc2CNCc2ccccc2)c1
 : -7	-0.031
[8] CCOC(=O)N1CCN(C(=O)CCc2nc3sc4c(c3c(=O)[nH]2)CCCC4)CC1
 : 8	-0.33
[9] O=C(O)COc1ccccc1/C=N/NC(=O)CSc1nc2ccccc2c(=O)n1-c1ccc(Cl)cc1
 : -3	0.56
[10] O=C1c2cccc3cc([N+](=O)[O-])cc(c23)C(=O)N1CC1CCCO1 (configuration not stated)
 : 8	0.59
[11] Cc1cc(C)nc(NS(=O)(=O)c2ccc(CC(C)C)cc2)c1
 : -11	-0.73
[12] CNC(=O)NNC(=O)c1onc(-c2c(Cl)cccc2Cl)c1C(=O)OC
 : -6	0.12
[13] CCCCCn1c(C)c2c(OCC)cccc(=O)c2c1C
 : -1	0.26
[14] CC1CCCN1CC#CC(O)(c1ccccc1)c1ccccc1 (configuration not stated)
 : 0	-0.29
[15] CC(NC(=S)Nc1ccccc1)C(c1cccs1)N1CCOCC1 (configuration not stated)
 : -1	1
[16] Cc1ccc(CNS(=O)(=O)c2c(C)n(C)c(=O)n(C)c2=O)cc1
 : -5	0.91
[17] CCCCN(C(=O)CSc1nnnn1C)c1c(N)n(Cc2ccccc2)c(=O)[nH]c1=O
 : 2	0.31
[18] Cc1nn(-c2ccccc2)c2nc(N)c(C#N)c(-c3ccc(C(C)(C)C)cc3)c12
 : 7	-0.99
[19] C=CCn1c(CCC(O)COCCCCC)n[nH]c1=S (configuration not stated)
 : 0	0.58
[20] CNC(=O)c1ccccc1Sc1ccccc1CO
 : -1	0.25
[21] CC(=O)C1=C(C)N2CCN=C2S1
 : -3	0.89
[22] CN1CCN(C(=O)CSc2nc3ccc(NC(=O)c4ccccc4F)cc3s2)CC1
 : 3	-0.51
[23] Cn1c(=O)[nH]c(=O)c2c1nc(N1CCCCC1)n2C/C=N/NC(=O)c1cc(Br)ccc1O
 : 7	2.2
[24] Cc1ccc(NC(=O)CN2CCc3ccccc3C2)cc1F
 : -16	-0.021
[25] CNC(=O)c1c(C)nn(-c2ccc(F)c(Cl)c2)c1-c1cc(C)on1
 : 0	0.66
[26] CCCCNC(=O)c1cc2c(C)cc(C)cc2[nH]1
 : 12	-0.053
[27] Cc1ccc(-c2[nH][nH]c(=O)c(=O)c2N=Nc2ccccc2)cc1
 : -22	0.23
[28] Nc1nc(N)c2c(n1)CCCC2
 : 8	-1.2
[29] CCN1CCN(C(c2cccs2)C(C)NC(=S)Nc2cccc(C)c2C)CC1 (configuration not stated)
 : 15	-1.4
[30] C#CCOc1nc2c(c(=O)n(C)c(=O)n2C)n1Cc1ccccc1
 : 6	-0.57
[31] Cc1cc(-c2n[nH]c(=S)n2/N=C/C=C/c2ccco2)n[nH]1
 : -6	0.73
[32] CCc1cccc(C)c1NC(=S)N1CCCCC1c1cccnc1 (configuration not stated)
 : -3	1.1
[33] O=C(c1cccc2nc3ccccc3nc12)N1CCOCC1
 : -1	1.1
[34] O=C(Cn1c2c(c(-c3ccccc3Cl)cc1=O)CCC2)NCCCN1CCOCC1
 : 5	0.18
[35] Cn1c(SCC(=O)Nc2cc(Cl)cc(Cl)c2)nnc1-c1ccc2nonc2c1
 : 6	0.59
[36] C[C@]12CCC(O)CC1CCC1C2CC[C@]2(C)C(c3cc(C(F)(F)F)n[nH]3)CCC12 (some centres not stated)
 : -11	-0.36
[37] O=C(Cn1cc2c(n1)CCCCC2)Nc1c(F)cc(F)cc1Br
 : 10	-0.082
[38] OCCN(CCO)CC(O)COc1ccc(Br)cc1 (configuration not stated)
 : 4&11	-0.18&0.67
[39] C/C(=N/NC(=O)CC(=O)N/N=C(\C)c1ccc([N+](=O)[O-])cc1)c1ccc([N+](=O)[O-])cc1
 : -1	-2.1
[40] O=C(O)c1ccc(-n2cccc2/C=C2/NC(=O)N(c3ccccc3)C2=O)cc1
 : -2	1.6
[41] COc1ccccc1CNC(=O)C(=O)NCC1OCCN1C(=O)c1ccc(Cl)cc1 (configuration not stated)
 : 0	-0.45
[42] CCSC(=O)NC1CCCCC1
 : -4	0.27
[43] CCOC(=O)c1nnn2c1nc(N1CCOCC1)c1ccccc12
 : -9	0.68
[44] COc1ccc(C(=O)[C@H]2[C@H]3C(=O)N(c4ccc(OC(C)=O)cc4)C(=O)[C@H]3C3C=CC=NN32)cc1 (some centres not stated)
 : -11	0.011
[45] COC(=O)c1sc(-c2ccc(Cl)cc2)cc1NC(=O)COCC(=O)O
 : 11	1.8
[46] CCOC(=O)/C(C#N)=C(\O)c1ccc(NC(=O)c2ccc([N+](=O)[O-])cc2)cc1
 : -5	0.79
[47] Cn1c(=O)c2c(nc(Sc3ncnn3CC(=O)NC3CCCCC3)n2C)n(C)c1=O
 : -12	-0.41
[48] Cc1nnc2n1N=C(c1ccc3c(c1)NC(=O)CO3)CS2
 : -11	-0.24
[49] C/C(=N\Nc1ccc(S(N)(=O)=O)cc1[N+](=O)[O-])c1ccccc1O
 : -8	-0.014
[50] S=c1[nH]c2cc3c(cc2[nH]1)OCCO3
 : -5	-0.063
[51] CN(C(=O)c1cc2c(s1)-c1ccccc1S(=O)(=O)C2)c1ccccc1F
 : -8	0.51
[52] Cc1[nH]c(=O)[nH]c(=O)c1N1CCOCC1
 : -10	0.62
[53] CCOC(=O)c1sc(=S)n(-c2ccccc2)c1NC(C)=O
 : -9	0.58
[54] CC(=O)CCn1cc([N+](=O)[O-])nc1C
 : -13	0.89
[55] Nc1nc(Nc2cccc(Cl)c2)nc(NCCO)c1[N+](=O)[O-]
 : -19	-0.004
[56] N#Cc1c(-c2ccc(Cl)cc2)c2c([nH]c1=O)-c1ccccc1OC2
 : -13	0.56
[57] COC(=O)c1ccc(S(=O)(=O)N2CCC(O)CC2)n1C
 : -6	0.18
[58] O=C(CSc1nnc2n1CCCN2)c1ccc([N+](=O)[O-])cc1
 : -7	1.1
[59] Cc1noc2ncnc(SCc3ccc(C(F)(F)F)cc3)c12
 : -2	0.093
[60] Cc1ccc(N/C=C2\C(=O)N(c3ccc(F)cc3F)C(c3cccnc3)S2(=O)=O)cc1 (configuration not stated)
 : 15	-0.64

# Rewritten in transposed form: part of the list above.
49	C/C(=N\Nc1ccc(S(N)(=O)=O)cc1[N+](=O)[O-])c1ccccc1O
52	Cc1[nH]c(=O)[nH]c(=O)c1N1CCOCC1
34	O=C(Cn1c2c(c(-c3ccccc3Cl)cc1=O)CCC2)NCCCN1CCOCC1
assay / entry,49,52,34
S1P3 antagonist,-8,-10,5
ROMK mod,-0.014,0.62,0.18

# (listing goes on)
# Sequence of screens: S1P3 antagonist	ROMK mod
[61] CC1CN(c2ccc(NC(=S)NNCCC#N)cc2)CC(C)O1 (configuration not stated)
 : 2	0.16
[62] Cc1ccnn1CCC(=O)O
 : 7	0.29
[63] COc1ccc2[nH]c(C(=O)NCCN3CCCCC3)cc2c1
 : -6	0.03
[64] COc1ccccc1NC(=O)N1CCN(CCc2ccccc2)CC1
 : 2	-0.049
[65] COc1cccc(N2CCN(C(=O)c3ccc4nc(N5CCC(C)CC5)sc4c3)CC2)c1
 : -1	0.62
[66] O=C(NCCCn1ccnc1)C(=O)NCC1OCCN1S(=O)(=O)c1cc(F)ccc1F (configuration not stated)
 : -4	0.5
[67] Cc1ccc(C(=O)COc2ccc3ccc(=O)oc3c2)cc1
 : -3	-0.036
[68] O=C(Nc1nc2cc3c(cc2s1)OCO3)c1ccc(N2C(=O)CCC2=O)cc1
 : 3	1.4
[69] COc1cc(C(=O)NNC(=S)NC(=O)c2ccc(F)cc2)cc(OC)c1OC
 : -15	0.23
[70] COc1ccc(OC)c(/C=N/N=C(\N)c2nonc2N)c1
 : -14	1
[71] C=CCOc1ccc(/C=C2\SC(=Nc3cccnc3)NC2=O)cc1
 : -4	-1.3
[72] O=C(CSc1nc2cc(Cl)c(Cl)cc2[nH]1)c1ccc2c(c1)OCO2
 : -13	0.92
[73] c1ccc(C2=Nn3c(nnc3-c3cccs3)SC2)cc1
 : -5	0.28
[74] S=c1[nH]nc(-c2ccncc2)n1/N=C/c1cccc(Cl)c1
 : 6	0.0045
[75] COc1ccc(OC)c(NC(=O)C2CCC(CNc3c(N4CCOCC4)c(=O)c3=O)CC2)c1 (configuration not stated)
 : -19	-0.46
[76] c1csc(-c2nnc(COc3ncnc4sccc34)o2)c1
 : -8	0.32
[77] COc1ccc(NC(=O)/C=C/C(=O)O)c(OC)c1
 : 5	-0.72
[78] CC(C)(C)C(=O)O/N=C(\N)COc1cccc(Cl)c1
 : 1	-0.36
[79] CCCCc1c(C)nc(N2CCCC2)[nH]c1=O
 : 1	-0.051
[80] O=C(NCC(O)COc1ccc([N+](=O)[O-])cc1)c1ccccc1 (configuration not stated)
 : 9	-0.092
[81] CCCc1cc(C(=O)Nc2cnn(Cc3ccc(F)cc3)c2)no1
 : 9	0.027
[82] COc1ccc(OCC(=O)OC2CCCN(C)C2)cc1 (configuration not stated)
 : 9	-0.3
[83] FC(F)(F)c1nnc(Nc2ccc(Cl)cc2)s1
 : -6	-1.2
[84] Nc1ccnn1-c1ccccc1
 : -11	0.48
[85] O=C(NNC(=O)c1csc(-c2cccnc2)n1)c1ccccc1
 : 4	-0.9
[86] Cn1c(SCC(=O)NNC(=S)Nc2ccccc2)nnc1-c1ccccc1
 : 1	-0.65
[87] O=Cc1ccc(-c2ccc(C(=O)O)cc2)o1
 : 0	0.96
[88] O=C(CSC1=NNC(c2ccccn2)S1)Nc1cccc(Cl)c1 (configuration not stated)
 : 19	-0.062
[89] Cc1cc(Cl)nc(-c2ccccc2O)n1
 : 7	0.49
[90] COc1ccc(NC2c3ccccc3C(=O)N2c2ccccn2)cc1 (configuration not stated)
 : 7	-0.13
[91] O=C(CN1C(=O)CSc2ccccc21)N/N=C/c1ccco1
 : 8	0.17
[92] CCN1CCOC(CC(=O)Nc2ccc([N+](=O)[O-])cc2)C1=O (configuration not stated)
 : 2	0.057
[93] O=C(Cc1nnc(NC(=O)Nc2ccccc2F)s1)NCc1ccccc1
 : -7	1.1
[94] CCOC(=O)c1[nH]c2cc3c(cc2c1NC(=O)CN1CCN(CCO)CC1)OCO3
 : -2	0.62
[95] CCN(CC(=O)NCc1ccccc1Cl)CC(=O)Nc1c(F)cccc1F
 : 0	0.4
[96] COc1ccccc1CNC(=O)C1CCC(CNc2c(N3CCC(C)CC3)c(=O)c2=O)CC1 (configuration not stated)
 : 5	-0.87
[97] COc1cc(/C=N/n2c(-c3ccccc3)n[nH]c2=S)cc(OC)c1O
 : 4	-0.038
[98] CC(=O)/C(C#N)=C1\NC(=O)C(Cc2ccc(F)cc2)S1 (configuration not stated)
 : -17	1.1
[99] CC1(C)CC2(CC(c3ccc(F)cc3)c3ccc(O)cc3O2)NC(=S)N1 (configuration not stated)
 : -3	0.081
[100] COc1ccccc1N=C1SCC(=O)N1Cc1ccco1
 : -7	-0.058
[101] COc1ccc(CC(=O)Nc2nn(C)c3nc4c(C)cccc4cc23)cc1
 : 0	-0.13
[102] O=C(CSc1nc2ccccc2o1)N/N=C/c1ccc(C(=O)O)cc1
 : 9	-0.33
[103] CCN(CC)CCn1c(N)nc2ccccc21
 : 0	-0.054
[104] CCC(=O)N(C)CCc1cc2c(c(OC)c1/C=N/Nc1ccc(C(=O)O)cc1)OCO2
 : -4	0.44
[105] CC(=O)c1cccc(NC(=O)NCCc2c[nH]c3ccccc23)c1
 : -7	-0.39
[106] CC1CCC(C(C)C)C(OC(=O)Cn2c(-c3ccc(Cl)cc3)[n+](C)c3ccccc32)C1 (configuration not stated)
 : -6	-8*
[107] C=C(C)C(=O)Nc1cccnc1Oc1ccc(F)cc1F
 : -8	0.22
[108] CCOC(=O)N1CCC(N2CCN(S(=O)(=O)c3ccc([N+](=O)[O-])cc3)CC2)CC1
 : -3	-0.1
[109] N/C(=N/OC(=O)c1ccc(Cl)cc1)c1ncc([N+](=O)[O-])s1
 : -8	0.022

# Of the compounds above, 12 contain a nitro group on carbon.
# Sequence of screens: S1P3 antagonist	ROMK mod
[7] O=[N+]([O-])c1cccc(-n2nnnc2CNCc2ccccc2)c1
 : -7	-0.031
[10] O=C1c2cccc3cc([N+](=O)[O-])cc(c23)C(=O)N1CC1CCCO1 (configuration not stated)
 : 8	0.59
[39] C/C(=N/NC(=O)CC(=O)N/N=C(\C)c1ccc([N+](=O)[O-])cc1)c1ccc([N+](=O)[O-])cc1
 : -1	-2.1
[46] CCOC(=O)/C(C#N)=C(\O)c1ccc(NC(=O)c2ccc([N+](=O)[O-])cc2)cc1
 : -5	0.79
[49] C/C(=N\Nc1ccc(S(N)(=O)=O)cc1[N+](=O)[O-])c1ccccc1O
 : -8	-0.014
[54] CC(=O)CCn1cc([N+](=O)[O-])nc1C
 : -13	0.89
[55] Nc1nc(Nc2cccc(Cl)c2)nc(NCCO)c1[N+](=O)[O-]
 : -19	-0.004
[58] O=C(CSc1nnc2n1CCCN2)c1ccc([N+](=O)[O-])cc1
 : -7	1.1
[80] O=C(NCC(O)COc1ccc([N+](=O)[O-])cc1)c1ccccc1 (configuration not stated)
 : 9	-0.092
[92] CCN1CCOC(CC(=O)Nc2ccc([N+](=O)[O-])cc2)C1=O (configuration not stated)
 : 2	0.057
[108] CCOC(=O)N1CCC(N2CCN(S(=O)(=O)c3ccc([N+](=O)[O-])cc3)CC2)CC1
 : -3	-0.1
[109] N/C(=N/OC(=O)c1ccc(Cl)cc1)c1ncc([N+](=O)[O-])s1
 : -8	0.022
